# HPDE-C7 viability = cytotoxicity in HPDE-C7 cells, cell-based, fluorescence, HTS (AID 430); HPDE-C7 pancreatic duct cells viability, fluorescence; higher % means a stronger effect; one-dose cytotoxicity, % at 10 µM; EC50 in µM for titrated hits; 63,000 tested, 1.8% active;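 also: cells exposed to compound for 48 hours before viability readout; 0% = vehicle and 100% = reference cytotoxic drug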
# LYP inhibition = inhibition of human PTPN22 tyrosine phosphatase – biochemical, DiFMUP fluorescence, recombinant catalytic domain, 10 µM, primary screen (AID 606); 52,000 tested, under 10 active; recombinant LYP catalytic domain, DiFMUP fluorescence; higher % means a stronger effect; inhibition, % at 10 µM; hits with a dose series show IC50 in µM;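 active = IC50 under 40 µM in the dose-response test; inactive = IC50 of 40 µM or more, or never dose-tested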
# TNAP inhibition = inhibition of tissue-nonspecific alkaline phosphatase – biochemical, luminescent (AID 518); purified TNAP enzyme, luminescent substrate readout; higher % means a stronger effect; 64,000 tested, 0.09% active; one-dose inhibition, % at 20 µM; IC50 in µM for titrated hits; in the data active = a potency from the dose series; inactive = the rest, 99 in 100 with inhibition below about 22%;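 also: plate controls were vehicle for no effect and reference inhibitor for full effect; many of its hits are not listed in these tables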
# HT1080 viability = cytotoxicity in HT1080 fibrosarcoma cells, cell-based, fluorescence readout (AID 620). HT1080 viability, fluorescence; higher % means a stronger effect. cytotoxicity, % at 10 µM; hits with a dose series show EC50 in µM. 87,000 tested, 0.42% active;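 also: cells exposed to compound overnight then 4 h with Alamar Blue; 0% = vehicle DMSO and 100% = killing control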
# Spn MK inh = S. pneumoniae mevalonate kinase inhibition; purified MK, PK/LDH-coupled NADH absorbance 340 nm; inhibition, % at 10 µM; 65,000 tested, 0.48% active;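 active = ranked among the strongest by inhibition in the single 10 µM screen, a fixed top-ranked set picked for dose follow-up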; also: no value below 0 was filed
# Spn PMK inh = inhibitors of Streptococcus pneumoniae phosphomevalonate kinase | purified PMK, PK/LDH-coupled NADH absorbance 340 nm | inhibition, % at 10 µM | 65,000 tested, 0.49% active | AID 539;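 active = top-ranked compounds by inhibition in the single 10 µM screen, taking a fixed number of the strongest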;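 also: 0% = full reaction with DMSO carrier and 100% = background rate without enzyme reaction; no value below 0 was filed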
# Spn DPM-DC inh = blocks S. pneumoniae diphosphomevalonate decarboxylase; 65,000 tested, 0.49% active; calls only at 10 µM; purified DPM-DC, PK/LDH coupled NADH fluorescence;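 active = the 320 compounds with the highest percent inhibition in the single-dose primary screen, excluding strongly autofluorescent ones, cut at about 32% in these data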;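 also: kinetic rate of NADH fluorescence loss reporting ADP formed by the decarboxylase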
# HPDE-C7K KRASV12 = viability loss of HPDE-C7K cells – cell-based, fluorescence, HTS, primary screen (AID 431) | HPDE-C7K KRASV12 cells, Alamar Blue viability, 48 h; higher % means a stronger effect | 63,000 tested, 1.7% active | cytotoxicity, % at 10 µM, or EC50 in µM where a hit was titrated;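 active = compounds whose percent cytotoxicity in the single-dose primary screen, scaled between solvent and toxic-drug controls, exceeds 50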;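 also: 0% = DMSO solvent wells and 100% = doxorubicin-treated wells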
# Bfl-1 inhibitors = Bfl-1 inhibitors, primary screen, biochemical, fluorescence polarization, FITC-Bid, mouse (AID 432); FITC-Bid BH3 peptide fluorescence polarization displacement; higher % means a stronger effect; displacement, % at 20 µM; hits with a dose series show IC50 in µM; 64,000 tested, 0.02% active; in the data active = a potency from the dose series; inactive = the rest, 99 in 100 with displacement below about 15%; also: strong numbers were not always called active
# Spn PMK inh pilot replicates = also measured in Spn PMK inh; calls as there; inhibition, %; measured here: pilot screen replicates
# Spn MK inh pilot replicates = also measured in Spn MK inh; calls as there; inhibition, %; measured here: pilot screen replicates
# Spn DPM-DC inh pilot screen % = second read-out of Spn DPM-DC inh, no call of its own (marks repeat the call); inhibition, %; measured here: pilot screen trials
# The depositor's hits bear a star; i = inactive; . = no result given. Rule as the data show it, unless noted: active = cytotoxicity above about 50%; inactive = the rest.
SMILES,HPDE-C7 viability,LYP inhibition,TNAP inhibition,HT1080 viability,Spn MK inh,Spn PMK inh,Spn DPM-DC inh,HPDE-C7K KRASV12,Bfl-1 inhibitors,others
O=C(Nc1nc(-c2ccc3c(c2)OCO3)cs1)C1COc2ccccc2O1 (stereo not given),19%,1%,12%,0%,0,0,i,5%,11%,
CCOC(=O)N1CCC(NC(=O)c2ccc(CS(=O)(=O)c3ccc(OC)cc3)o2)CC1,-6%,9%,8%,-4%,3,14,i,-4%,-8%,
COc1ccccc1OCC(=O)N1CCNC1=O,14%,-1%,19%,11%,9,0,i,7%,-9%,Spn PMK inh pilot replicates=1.0;Spn MK inh pilot replicates=3.0;Spn DPM-DC inh pilot screen %=1.0
CCOC(=O)C1CCCN(C(=O)c2cc(-c3ccccc3)on2)C1 (stereo not given),-26%,-2%,7%,5%,9,10,i,-15%,-1%,
COc1cc(-c2nc3n(n2)C(c2cccc(OC)c2OC)C2=C(CCCC2=O)N3)cc(OC)c1OC (stereo not given),-2%,-18%,5%,-4%,9,6,i,8%,10%,
CCN(CC)c1ccc2c(c1)OC(N)=C(C#N)C2c1cccnc1 (stereo not given),64%*,9%,12%,68%*,11,14,i,71%*,-38%,
Cc1nnc2c3ccccc3c(-c3ccccc3)nn12,7%,4%,11%,3%,8,14,i,-2%,8%,Spn PMK inh pilot replicates=3.5;Spn MK inh pilot replicates=0.5;Spn DPM-DC inh pilot screen %=2.5
COC(=O)c1c(NC(=O)CN2CCN(c3ccccc3OC)CC2)c2cc(C)ccc2n1C,-18%,-2%,10%,0%,3,0,i,-14%,-12%,
O=C(CSc1ccccc1)Nc1ccc(S(=O)(=O)NCC2CCCO2)cc1 (stereo not given),0%,3%,8%,-7%,10,4,i,-8%,-8%,
CCCCCCn1c(N(CC)CC)nc2c1c(=O)[nH]c(=O)n2C,2%,4%,2%,-1%,20,8,i,-4%,0%,
Cc1ccc(C)c(S(=O)(=O)N2CCN(CC(=O)NC(=O)NCc3ccccc3)CC2)c1,.,.,2%,-3%,0,13,i,.,-1%,
Cc1ccc(C(=O)NCCNS(=O)(=O)c2ccccc2)cc1,-6%,5%,8%,0%,14,0,i,-4%,-5%,
O=C(NCc1ccc2c(c1)OCO2)C1CC(=O)N(C2CCCC2)C1 (stereo not given),-10%,-5%,5%,-3%,0,3,i,8%,-5%,
COCCn1c(CNc2ccc(F)cc2)nnc1SCC(=O)Nc1ccc(OC)cc1OC,-20%,4%,9%,4%,8,15,i,-9%,-4%,
COc1ccccc1-c1nnc2sc(C3CCCCC3)nn12,1%,-8%,13%,8%,0,2,i,-10%,4%,
Clc1ccc(-c2noc(CN3CCN(c4ccccc4)CC3)n2)cc1,13%,6%,5%,-2%,6,4,i,12%,-2%,
CC(NC(=O)c1ccco1)C(c1cccs1)N1CCN(c2ccccc2)CC1 (stereo not given),-8%,6%,-1%,0%,10,10,i,-10%,1%,
CCOC(=O)C1=C(N)OC2=C(C(=O)CC(C)(C)C2)C1C1CCCCC1 (stereo not given),-11%,.,-4%,3%,7,8,i,-2%,-2%,
O=C(NCCN1CCOCC1)c1cc(-c2ccc(F)cc2)on1,11%,0%,4%,6%,0,14,i,3%,5%,
CCN(CC)CCn1c(NCc2ccc(OC)cc2)nc2ccccc21,-1%,-1%,-2%,2%,11,8,i,-12%,-2%,
CC(=O)Nc1ccc(S(=O)(=O)N(C)c2ccccc2)cc1,-2%,7%,7%,2%,0,0,i,3%,-11%,
COCCn1c(SCC(=O)N2CCCC2)nnc1C(C)C,6%,.,8%,1%,0,14,i,7%,-12%,
COCCCn1c2nc3ccccc3nc2c2c(=O)n(Cc3ccc(Cl)cc3)c(C)nc21,26%,2%,11%,0%,10,11,.,12%,2%,
Cc1ccc2cc(C#N)c(N3CCCN(C(=O)C4CCCO4)CC3)nc2c1 (stereo not given),3%,.,9%,7%,0,15,i,1%,2%,
OC1CCN(c2ncnc3c2nnn3Cc2c(F)cccc2Cl)CC1,-17%,9%,4%,-6%,4,14,i,-9%,-10%,
COc1cccc2cc(C(=O)N3CCN(C45CC6CC(CC(C6)C4)C5)CC3)c(=O)oc12,14%,.,16%,14%,2,19,i,27%,-3%,Spn PMK inh pilot replicates=2.0;Spn MK inh pilot replicates=0.0;Spn DPM-DC inh pilot screen %=2.0
O=S(=O)(c1ccc(N2CCOCC2)cc1)N1CCOCC1,-7%,9%,8%,-1%,9,11,i,-6%,-4%,
CCCn1c(=O)c2ccccc2n2c(SCC(=O)c3ccccc3)nnc12,3%,.,13%,-11%,11,5,i,0%,-2%,
O=C(NCCNC(=O)c1cccs1)c1ccco1,-13%,5%,2%,8%,7,0,i,3%,-5%,
O=C1CC(c2ccccc2)CC(O)=C1C=NCCCO (stereo not given),-2%,3%,6%,4%,3,0,i,-1%,31%,
Nc1nc(-c2cccs2)c(NC(=O)c2ccccc2)s1,14%,6%,15%,-6%,5,12,i,19%,2%,
O=C(NCCCN1CCN(c2ccccc2)CC1)Nc1ccccc1C(F)(F)F,-4%,16%,5%,.,3,15,i,-3%,3%,
CC(C)(C)NS(=O)(=O)c1cccc2nsnc12,-13%,.,2%,-8%,12,0,i,-13%,-19%,
CCOC(=O)Cn1c(=NC(=O)CSC(C)=O)sc2cc(OC)ccc21,-3%,16%,8%,.,6,0,i,4%,-2%,
CCc1ccc(N2CCN(C(=O)c3ccc(OC)c(OC)c3)CC2)cc1,5%,-6%,4%,0%,4,0,i,3%,-1%,
O=C(O)CNC(=O)C1COc2ccccc2O1 (stereo not given),-5%,-5%,10%,-7%,4,0,i,7%,-1%,
O=C(Nc1nnc(CC(=O)N2CCOCC2)s1)C1COc2ccccc2O1 (stereo not given),-17%,-3%,6%,-3%,14,0,i,-5%,-1%,
Cc1cc(C)cc(N2CC34C=CC(O3)C(C(=O)OCC(=O)NCc3ccco3)C4C2=O)c1 (stereo not given),-12%,9%,12%,15%,11,16,i,-18%,-10%,
Cc1cc(C(=O)CSc2nnc(-c3cccs3)o2)c(C)n1-c1ccccc1,-11%,-6%,10%,23µM*,0,0,i,-6%,8%,
COCc1cc(=O)[nH]c(/N=C(\N)Nc2ccc(Oc3ccccc3)cc2)n1,-14%,12%,-26%,-2%,7,4,i,-18%,-5%,
O=C1CNC(=O)/C1=C\N1CCCCC1,-7%,-2%,0%,25%,4,8,i,-4%,-9%,
Cc1nc(SCC(=O)c2ccccc2)n[nH]1,-16%,.,12%,14%,16,4,i,-17%,-5%,
Cc1nn(-c2ccccc2)c(C)c1NC(=O)c1cccs1,-4%,.,5%,.,4,0,i,-1%,-9%,
CCn1c(-c2cc(Br)cc(OC)c2O)nc2cc(S(=O)(=O)N(C)C)ccc21,-23%,2%,8%,-7%,13,2,i,-5%,0%,
COc1cccc(C2C(C#N)=C(N)Oc3cc(C)n(Cc4ccccn4)c(=O)c32)c1OC (stereo not given),-4%,5%,7%,6%,0,12,i,-2%,0%,
CC(C)n1c(N2CCN(C(=O)N3CCCCC3)CC2)nc2ccccc21,-16%,15%,13%,3%,0,16,i,-4%,-2%,
c1ccc(Cc2nnc3n2CCCCC3)cc1,29%,4%,12%,6%,2,3,i,3%,-4%,Spn PMK inh pilot replicates=6.5;Spn MK inh pilot replicates=0.0;Spn DPM-DC inh pilot screen %=0.0
O=C(CSc1nc2ccccc2[nH]1)NCCCn1ccnc1,-15%,0%,0%,5%,11,16,i,-2%,-4%,

# Part of the list above in order of number of heavy atoms, largest number first.
SMILES,HPDE-C7 viability,LYP inhibition,TNAP inhibition,HT1080 viability,Spn MK inh,Spn PMK inh,Spn DPM-DC inh,HPDE-C7K KRASV12,Bfl-1 inhibitors,others
COc1cccc(C2C(C#N)=C(N)Oc3cc(C)n(Cc4ccccn4)c(=O)c32)c1OC (stereo not given),-4%,5%,7%,6%,0,12,i,-2%,0%,
Cc1cc(C(=O)CSc2nnc(-c3cccs3)o2)c(C)n1-c1ccccc1,-11%,-6%,10%,23µM*,0,0,i,-6%,8%,
CC(C)n1c(N2CCN(C(=O)N3CCCCC3)CC2)nc2ccccc21,-16%,15%,13%,3%,0,16,i,-4%,-2%,
O=C1CNC(=O)/C1=C\N1CCCCC1,-7%,-2%,0%,25%,4,8,i,-4%,-9%,

# Next compounds:
SMILES,HPDE-C7 viability,LYP inhibition,TNAP inhibition,HT1080 viability,Spn MK inh,Spn PMK inh,Spn DPM-DC inh,HPDE-C7K KRASV12,Bfl-1 inhibitors,others
CN(C)c1cccc(C(=O)Nc2cccc(F)c2)c1,2%,6%,12%,17%,1,0,i,2%,-2%,
CC(=O)c1cc2c(cc1NS(=O)(=O)c1ccc3c(c1)OCCO3)OCO2,36%,11%,12%,19%,0,16,i,37%,-4%,
Cc1nccn1CC(O)COC1CCCCC1 (stereo not given),-1%,0%,0%,5%,20,1,i,6%,0%,
Cn1c(N)c(C#N)c(C#N)c1-c1ccccc1,1%,14%,10%,-5%,5,3,i,-2%,0%,
O=C(CN(Cc1ccco1)C(=O)CCC(=O)Nc1ccccn1)NCCc1ccccc1,-26%,.,5%,-8%,0,8,i,-16%,-4%,
c1csc(CSc2nc3ccccc3s2)c1,-16%,16%,9%,-1%,0,13,i,-17%,2%,
Cc1cc(N2C(=O)C(=O)/C(=C(/O)c3ccccc3)C2c2cccc(Br)c2)no1 (stereo not given),3%,8%,3%,-13%,0,14,i,1%,0%,
CCc1c(O)nc(SCC(=O)Nc2ccccc2)n(-c2ccccc2)c1=O,23%,.,12%,4%,11,9,i,-2%,-7%,
COC(=O)c1ccccc1NC(=O)C1COc2ccccc2O1 (stereo not given),12%,5%,14%,-4%,2,6,i,6%,2%,
CCOC(=O)CSc1nc2c(sc(=S)n2Cc2ccco2)c(=O)n1-c1ccccc1,-9%,13%,16%,0%,3,0,i,-15%,-2%,
COCC(C)Nc1ncnc2c1cnn2-c1ccc(Cl)cc1 (stereo not given),4%,14%,-1%,-12%,10,2,i,31%,-1%,
Cc1ccccc1CSc1nnc(Cn2c(=O)sc3ccccc32)n1C,-10%,7%,2%,2%,0,12,i,-4%,-4%,
CO/C=C/C#CC1(O)CCN(C)CC1,.,.,10%,3%,6,6,i,.,-1%,
COc1ccc(NC(=O)CSc2ncn(-c3ccccc3)n2)cc1Cl,.,2%,4%,.,5,6,i,.,-10%,
c1ccc(CNn2nnnc2-c2ccccc2)cc1,6%,8%,12%,-2%,5,0,i,5%,-4%,
CCOC(=O)Nc1nnc(-c2ccccc2OC)s1,2%,20%,12%,1%,6,12,.,-4%,-4%,Spn PMK inh pilot replicates=0.0;Spn MK inh pilot replicates=0.0
O=C(CSCc1ccccc1)Nc1nccs1,-3%,-11%,6%,10%,0,0,i,-4%,5%,
COC(=O)Nc1c(-c2ccccc2)nc2ccccn12,5%,8%,13%,4%,3,0,.,10%,-6%,
Cc1ccsc1C1CC(=O)NC2=C1C(=O)CC(C)(C)C2 (stereo not given),7%,.,7%,1%,5,14,i,0%,-3%,
COC(=O)c1ccccc1NC(=O)CSc1n[nH]c(CC(C)C)n1,5%,17%,5%,-1%,6,0,i,2%,2%,

# Compound activity as filed in PubChem.
